Exocytosis inh = blocks lytic granule exocytosis; TALL-104 LAMP-1 surface exposure, flow cytometry; cells stimulated with thapsigargin and PMA; inhibition, % at 10 µM; actives 0.66% (n = 360,000); AID 651702;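 active means inhibition above about 55%, limit read from the data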
SRC2 inh = inhibits human steroid receptor coactivator 2; Q15596; HEK293 GAL4-SRC2 luciferase reporter, luminescence; inhibition, % at 9 µM; actives 0.17% (n = 370,000);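 active means inhibition above the mean inhibition of all tested compounds plus 3 SD, set per campaign, cut at about 52% in these data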;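 further: 0% = DMSO treated cells and 100% = cells given Gossypol at 36 µM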
NR5A2 inv ag = NR5A2 inverse agonism in reporter assay. O00482. HEK293T StAR-luciferase reporter, LRH-1 transfected, 24 h. inhibition, % at 3.6 µM. actives 0.13% (n = 360,000). AID 602396;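 active means inhibition above the mean inhibition of all tested compounds plus 3 SD, cut at about 73% in these data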;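 further: 0% = DMSO wells and 100% = reporter-only cells lacking LRH-1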
TWEAK Fn14 block = blocks TWEAK-Fn14 interaction in a reporter cell assay. TWEAK-stimulated Fn14 reporter cells, luciferase luminescence, 8 h. inhibition, % at 10 µM. actives 2% (n = 360,000); in the data active means inhibition above about 50%
NOD2 RIPK2 PPI = inhibitors of human NOD2-RIPK2 interaction. CHO BLA complementation NOD2-RIPK2, CCF4 ratio. AID 624267. inhibition, % at 4.98 µM. actives 0.38% (n = 360,000). O43353; in the data active means inhibition above about 21%;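 further: 0% = vehicle only and 100% = reference blocker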
TROY signal inh = blocks TROY-dependent signaling in reporter cells. AID 1347056. actives 0.98% (n = 360,000). inhibition, % at 10 µM. Q293 LMP1-TROYcd NF-kB luciferase reporter, 4 h;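 active means compounds whose plate-normalised and pattern-corrected inhibition of the luciferase reporter signal at the single screening dose is 50% or more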
ABHD5-PLIN5 inh = inhibitors of human ABHD5-perilipin-5 interaction. Split G. princeps luciferase complementation, luminescence, 4 h. AID 602281. inhibition, % at 4 µM. Q00G26+Q8WTS1. actives 0.78% (n = 360,000);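 active means inhibition above the mean inhibition across every tested compound plus 3 SD, cut at about 22% in these data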;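 further: 0% = DMSO only wells and the 100% control is not disclosed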
COUP-TFII inh = blocks human COUP-TFII nuclear receptor; P24468; HEK293T NGFI-A luciferase reporter, luminescence; inhibition, % at 8.6 µM; actives 0.7% (n = 370,000);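 active means inhibition above a per-plate cutoff, mean inhibition of test wells between control levels plus 3 SD, cut at about 38% in these data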;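 further: cells cotransfected with COUP-TFII expression vector driving the NGFI-A reporter; 0% = median of COUP-TF2 test wells and 100% = reporter-only cells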
NCOA3 inh = human NCOA3 inhibition; Q9Y6Q9; HEK293 GAL4-SRC3 luciferase reporter, luminescence; inhibition, % at 3.6 µM; actives 0.17% (n = 360,000);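 active means inhibition above a per-campaign cutoff, the mean of all compounds plus 3 SD, cut at about 60% in these data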;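 further: 0% = DMSO-treated cells and 100% = gossypol-treated cells at 36 µM; higher means less SRC3-driven luciferase light from the GAL4 reporter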
TLR9-MyD88 block = TLR9-MyD88 interaction inhibition; Q9NR96+Q99836; CHO BLA complementation TLR9-MyD88, CCF4 FRET ratio; inhibition, % at 4.98 µM; actives 0.21% (n = 340,000);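 active means inhibition above the mean over all tested compounds plus 3 SD, cut at about 21% in these data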;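 further: 0% = DMSO only wells and 100% = clavulanate BLA inhibitor control wells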
NCOA1 inh = inhibitors of human steroid receptor coactivator 1 (SRC1); Q15788; HEK293 GAL4-SRC1 luciferase reporter, luminescence; inhibition, % at 3.6 µM; actives 0.12% (n = 360,000); AID 588354;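 active means inhibition above the campaign mean plus 3 SD, with each screening campaign given its own cutoff, cut at about 60% in these data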;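 further: 0% = DMSO treated cells and 100% = gossypol at 36 µM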
Target sequence (Q15788 whole entry, looked up, the tested form may be a part): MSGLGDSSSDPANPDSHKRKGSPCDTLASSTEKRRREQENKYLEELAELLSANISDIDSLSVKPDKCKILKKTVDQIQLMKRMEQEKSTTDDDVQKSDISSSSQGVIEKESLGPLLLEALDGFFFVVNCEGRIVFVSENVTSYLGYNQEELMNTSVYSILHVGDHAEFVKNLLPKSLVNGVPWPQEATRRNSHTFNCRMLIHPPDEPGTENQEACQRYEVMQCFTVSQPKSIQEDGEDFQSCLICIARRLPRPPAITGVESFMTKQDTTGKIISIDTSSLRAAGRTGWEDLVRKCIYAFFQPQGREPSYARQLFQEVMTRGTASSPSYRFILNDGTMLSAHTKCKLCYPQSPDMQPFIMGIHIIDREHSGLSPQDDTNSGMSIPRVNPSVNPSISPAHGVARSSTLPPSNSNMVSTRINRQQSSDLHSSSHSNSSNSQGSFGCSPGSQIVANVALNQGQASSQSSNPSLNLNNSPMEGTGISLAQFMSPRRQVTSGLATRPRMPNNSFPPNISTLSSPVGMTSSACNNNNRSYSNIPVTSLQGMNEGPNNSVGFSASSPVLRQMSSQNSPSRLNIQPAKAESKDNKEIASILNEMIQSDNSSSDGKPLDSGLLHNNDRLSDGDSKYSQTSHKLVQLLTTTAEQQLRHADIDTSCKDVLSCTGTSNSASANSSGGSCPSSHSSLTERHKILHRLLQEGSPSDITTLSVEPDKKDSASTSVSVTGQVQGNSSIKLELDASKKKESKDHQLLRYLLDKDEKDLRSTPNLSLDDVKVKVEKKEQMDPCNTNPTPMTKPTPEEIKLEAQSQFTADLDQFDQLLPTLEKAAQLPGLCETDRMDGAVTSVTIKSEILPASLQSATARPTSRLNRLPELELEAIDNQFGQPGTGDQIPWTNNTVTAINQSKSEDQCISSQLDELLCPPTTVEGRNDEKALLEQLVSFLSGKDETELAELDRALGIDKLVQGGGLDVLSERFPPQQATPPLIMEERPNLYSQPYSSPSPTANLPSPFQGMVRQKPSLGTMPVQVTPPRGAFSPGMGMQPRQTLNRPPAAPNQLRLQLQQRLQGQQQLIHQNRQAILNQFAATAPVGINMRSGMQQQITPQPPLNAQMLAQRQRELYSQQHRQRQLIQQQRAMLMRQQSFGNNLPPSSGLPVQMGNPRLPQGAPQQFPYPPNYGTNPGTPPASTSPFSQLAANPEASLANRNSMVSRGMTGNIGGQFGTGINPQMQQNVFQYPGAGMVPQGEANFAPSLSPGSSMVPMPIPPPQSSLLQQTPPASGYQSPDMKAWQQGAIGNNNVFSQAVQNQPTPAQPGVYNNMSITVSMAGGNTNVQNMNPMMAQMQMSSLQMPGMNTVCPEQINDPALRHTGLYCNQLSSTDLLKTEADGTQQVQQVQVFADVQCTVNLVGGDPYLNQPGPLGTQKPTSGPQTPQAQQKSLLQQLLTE
Starred values were filed as active, the others as inactive; nt = no result given. Some of the compounds tested; the hit share may differ from the screen's.

SMILES	Exocytosis inh	SRC2 inh	NR5A2 inv ag	TWEAK Fn14 block	NOD2 RIPK2 PPI	TROY signal inh	ABHD5-PLIN5 inh	COUP-TFII inh	NCOA3 inh	TLR9-MyD88 block	NCOA1 inh
C#CCN(C(=O)CC1C(=O)NCCN1C/C=C/c1ccccc1)C1CCCCC1 (stereo not given)	-3	21	-8	2	-1	9	-7	17	13	2	6
COCc1ccc(CN2CCCC(CCC(=O)NCc3cccc(OC)c3)C2)o1 (stereo not given)	-6	10	21	4	-1	-16	1	-11	9	-7	0
c1ccc(OCCOc2ncnc3ccccc23)cc1	2	-20	-118	-31	-1	-71	8	-16	-61	8	-68
CCN(CC(=O)Nc1c(F)cccc1F)C(=O)Cc1n[nH]c(=O)c2ccccc12	-4	-20	-7	-2	-5	24	6	7	10	0	0
Cc1noc(/C=C/c2ccco2)c1S(=O)(=O)N1CCC(C(=O)N2CCc3ccccc32)CC1	-1	22	1	6	5	-10	5	17	0	-15	13
CC(NC(=O)OC(C)(C)C)C(=O)N1CCCC1C(=O)NC(Cc1ccccc1)C(N)=O (stereo not given)	-6	-11	-3	-4	-2	7	3	13	13	-3	4
Cc1cc(F)ccc1NC(=O)c1ccc(NS(=O)(=O)c2cc(C(C)(C)C)ccc2C)cc1	-2	-13	-9	3	-3	23	-15	1	14	2	-5
O=C(O)CC(Cc1ccc(Cl)cc1)C(=O)NCC12CC3CC(CC(C3)C1)C2 (stereo not given)	-3	4	2	17	-3	7	-9	-3	4	6	6
COc1ccc(C)cc1-n1[nH]nnc1=S	-6	-17	7	2	0	-27	5	-9	10	-2	-19
O=C(c1ccco1)N1CCN(c2ccc(Cl)cc2)CC1	-3	-74	-100	-14	1	-77	2	-27	-76	0	-44
COc1ccc2oc(=N)c(C(=O)Nc3ccccc3Cl)cc2c1	2	-79	-19	-42	1	-32	1	-32	-67	-7	-61
O=C(O)c1ccc2c(c1)S(=O)(=O)N=C1CCCCCN12	-2	0	7	-14	-4	5	0	-3	-8	4	-15
CC(=O)c1ccc(C(=O)N2CCCC(CCC(=O)N(C)CCc3ccccn3)C2)s1 (stereo not given)	-2	12	-8	-11	0	11	-7	4	-4	-11	-5
Cn1c(=O)c2c(n(Cc3ccccc3)c1=O)NC(=O)C2CC(=O)N1CCc2ccccc2C1 (stereo not given)	6	nt	-11	11	2	-4	8	nt	-21	-3	7
COc1cccc(COc2ncnc3sccc23)c1	0	-1	-3	15	3	3	-3	10	14	-1	1
COc1ccccc1OCCNC(=O)C1CC(=O)N(Cc2ccc(C)cc2)C1 (stereo not given)	1	-2	0	-14	1	0	0	7	6	3	-13
CN(CC(=O)Nc1ccccc1Cl)C(=O)COC(=O)Cc1ccc(F)cc1	-4	8	-4	0	-4	-4	-5	-24	4	5	-35
O=[N+]([O-])c1cc(Cl)cc2c1nc(NCCO)c1ccccc12	-2	-47	-6	23	3	1	1	3	-5	-8	4
O=C(Cc1cccs1)NCCSc1c(-c2ccc(Cl)cc2)[nH]c2ccccc12	24	7	22	81*	0	51*	-9	-3	4	0	3
CC(=O)c1cccc(NS(=O)(=O)c2ccc3c(c2)N(C(C)=O)CCO3)c1	5	-9	4	24	-10	0	-3	13	4	-1	-8
CN(C(=O)c1ccc(NC(=O)C2CCN(C(=O)OC(C)(C)C)CC2)cc1)C1CCC1	3	22	-16	-19	-11	1	3	-8	-8	-7	-27
Cc1cc(=O)c(C(=O)OC(C)C(=O)NC(N)=O)nn1-c1ccc(Cl)cc1 (stereo not given)	7	-11	8	6	-6	-14	-1	2	4	1	-64
CC(C)(C)C(=O)Nc1nc2ccc(S(C)(=O)=O)cc2s1	-13	-44	-49	-8	10	-41	-9	-29	-58	-9	-84
CCCOc1ccc(C2C(C(=O)c3ccco3)=C(O)C(=O)N2CCCn2ccnc2)cc1 (stereo not given)	-1	-9	-8	-7	-14	-11	5	-2	-12	-5	-13
O=C(C(=O)N1CCN(c2ccc([N+](=O)[O-])cc2)CC1)c1cn(CC(=O)N2CCOCC2)c2ccccc12	3	3	-10	-14	-1	6	-2	-7	3	-1	7
Next part.
SMILES	Exocytosis inh	SRC2 inh	NR5A2 inv ag	TWEAK Fn14 block	NOD2 RIPK2 PPI	TROY signal inh	ABHD5-PLIN5 inh	COUP-TFII inh	NCOA3 inh	TLR9-MyD88 block	NCOA1 inh
c1ccc(C2CC(c3cccs3)n3nnnc3N2)cc1 (stereo not given)	-6	17	10	14	-1	1	4	-5	11	-2	-9
O=C1NC(=O)C(=C2CCOC2=O)N1	2	-22	7	-1	9	5	-4	-8	-16	-3	-8
COc1ccc(C(=O)n2cnc3ccccc32)cc1	2	0	0	78*	-3	-5	-9	1	3	-1	4
COc1cccc(-c2ccc3c(N)c(C(=O)NC4CC4)sc3n2)c1	5	-36	-119	18	5	7	-4	-40	-52	12	-111
C=CCN(CC=C)CCOc1cccc(Oc2ccccc2)c1	31	-31	2	2	-7	-14	-2	-9	1	-4	-109
CC/C(=N\NC(=O)CNC(=O)/C=C/c1ccco1)c1ccccc1	1	-1	-10	-4	-4	-18	0	-15	-9	-7	-11
O=C(NCC1CCCO1)C1CCCN(S(=O)(=O)c2cccc3nsnc23)C1 (stereo not given)	-2	-20	2	0	10	-2	0	-7	11	3	-11
COc1cc(C(=S)N2CCCC2)ccc1OCc1ccc(C)cc1	21	-8	-50	-12	-4	-25	0	-33	-59	8	-128
COc1cccc(-c2nc(CS(=O)(=O)CC(=O)NCCCN3CCN(C)CC3)c(C)o2)c1	-1	1	0	0	3	-33	3	-16	12	-1	-90
OC[C@@H]1CN(Cc2cccs2)C[C@H](n2cnc3c(NC4CCC4)ncnc32)O1	3	-49	27	-7	-5	6	2	-4	2	nt	8
Cn1c(SCc2nc(-c3ccc(Cl)cc3)no2)nnc1-c1cccs1	-3	15	-8	-3	3	-12	2	10	12	4	-1
Cc1cc(C(=O)NNC(=S)NC(C)c2ccccc2)cs1 (stereo not given)	-1	5	-1	6	-17	7	4	-5	-20	0	-18
O=C(NCc1cccs1)c1ccc2sc([C@@H]3O[C@H](CO)[C@H](O)[C@H](O)[C@H]3O)nc2c1	-3	-16	18	-2	5	-10	4	11	8	nt	1
O=C(Nc1cccc(C(=O)N2CCOCC2)c1)c1ccccc1	0	1	-12	-2	-4	-1	0	17	6	7	-3
CS(=O)(=O)Nc1ccc(C2=NN(S(C)(=O)=O)C(c3ccc4c(c3)OCO4)C2)cc1 (stereo not given)	-6	-34	-91	-32	3	-55	1	-22	-38	-1	-93
O=C(CN1C(=O)C2C3CCC(C3)C2C1=O)NCc1ccco1 (stereo not given)	-1	-3	-11	-19	3	-18	-2	10	10	0	1
Cc1ccc(F)cc1C(=O)N1CCOCC1c1cc(C(=O)Nc2ccccc2)no1 (stereo not given)	-2	-5	-41	-16	1	8	4	16	0	nt	-8
CC(C)c1ccc(/C=N/NC(=O)c2ccccn2)cc1	4	-34	-116	77*	-8	46	-5	-35	-56	0	-102
CCOC(=O)Cc1csc(CC(N)=O)n1	9	-14	4	1	-2	-2	1	-23	0	5	9
O=C(CSc1n[nH]c(=O)n1C1CC1)Nc1ccc(F)c(Cl)c1	1	-23	14	0	-2	-15	6	-28	-4	-18	0
CCN(C(=O)COC(=O)c1nccnc1N)c1cccc2ccccc12	-3	-12	-2	1	-16	-2	4	-18	0	-1	13
Cc1sc(NC(=O)c2sc3nc4c(C)cccc4cc3c2N)c(C#N)c1C	3	33	4	16	-1	10	-12	14	-56	7	-35
Cn1c(=O)c2c(SCc3cccnc3)nc(C3CC3)nc2n(C)c1=O	-4	-37	-10	-12	-3	4	4	20	4	-2	-2
COc1ccc(-c2noc(C3CCCN(C(=O)CCc4ccccc4)C3)n2)cc1 (stereo not given)	-1	-11	-9	-11	0	-1	-1	4	-12	4	-6
Cc1cc(N2CCCC2)nc2c(C)cccc12	4	0	6	-4	-7	-8	10	-13	2	5	0
Following part
SMILES	Exocytosis inh	SRC2 inh	NR5A2 inv ag	TWEAK Fn14 block	NOD2 RIPK2 PPI	TROY signal inh	ABHD5-PLIN5 inh	COUP-TFII inh	NCOA3 inh	TLR9-MyD88 block	NCOA1 inh
CC12CCC(C(=O)NCCc3ccccc3)(OC1=O)C2(C)C (stereo not given)	25	-12	-13	2	-11	-8	-1	6	1	-3	-5
CN1C(=O)/C(=C/c2ccc(OCc3ccc(F)cc3)cc2)NC1=S	11	-7	1	-16	2	7	6	-11	-71	4	4
C=CCn1c(C)csc1=Nc1ccc(C(C)=O)cc1	11	-25	-24	3	-5	-24	0	-28	-24	6	-1
Cc1nn(C)cc1C1C(C#N)=C(N)N(c2cccnc2)C2=C1C(=O)CCC2 (stereo not given)	-6	17	5	-12	-8	-2	-7	6	-5	10	5
COc1cc(/C=N/NC(=O)c2cccc(C)c2)ccc1OCC(=O)Nc1ccccc1	14	-17	-82	-28	-6	-40	0	1	-21	nt	-54
COc1ccc(/C=C/C(=O)N[C@@H](C)C(=O)O)cc1	-2	14	10	23	5	1	12	-14	16	-14	-29
O=C(Cn1nc(C(F)(F)F)c2c1CCC2)Nc1ccccc1C(F)(F)F	0	-10	2	-8	-7	-8	-4	2	18	-5	11
COCCNC(=O)c1cc2cc(Br)cc(Br)c2oc1=O	2	0	6	0	-3	-12	1	8	9	2	3
O=C(NC1CCCC1)C(=O)N(Cc1cccnc1)C(C(=O)NCc1ccco1)c1ccccc1F (stereo not given)	-2	4	5	5	-5	13	-2	4	20	-10	11
CCOC(=O)C1(C)CCN1C(=O)c1cccc2ccccc12 (stereo not given)	-21	-3	-14	13	-8	-14	8	-1	12	nt	-6
c1cnc(-c2nnc3n2CCCCC3)cn1	-5	0	-14	12	-12	15	-7	-4	14	-3	5
CCOC(=O)c1c(C)[nH]c(C)c1C(=O)COC(=O)/C=C/c1ccc(OC(F)F)cc1	-6	13	10	33	-2	36	0	-1	12	2	6
O=C(NC1CCCCCC1)c1cccc(COCC(F)(F)F)c1	0	-24	-13	-15	2	-24	-3	-13	-18	-9	-14
COc1ccc(NC(=O)CSc2nc3[nH]c(=O)cc(O)c3s2)cc1OC	-1	0	-6	-9	-6	-7	-10	9	6	0	1
CCCC(=O)NCc1nc2ccccc2n1C	-1	-16	-10	-1	1	-14	3	18	2	-1	-4
COC[C@@H]1NS(=O)(=O)c2ccc(Br)cc2O[C@H]1c1ccccc1	-14	0	-4	7	-4	1	-11	-10	5	4	-12
CC1N=C2c3ccccc3N=C(SCc3cc(=O)n4cc(Cl)ccc4n3)N2C1=O (stereo not given)	-3	-39	5	2	-22	-11	10	-17	13	-13	-9
N#Cc1cc2c(nc1SCc1cccnc1)CCCCC2	-1	3	0	30	7	12	3	-24	12	8	9

Arranged by the number under SRC2 inh (ascending): three of the compounds above
smiles	Exocytosis inh	SRC2 inh	NR5A2 inv ag	TWEAK Fn14 block	NOD2 RIPK2 PPI	ABHD5-PLIN5 inh	COUP-TFII inh	NCOA3 inh	TLR9-MyD88 block	NCOA1 inh
COCCNC(=O)c1cc2cc(Br)cc(Br)c2oc1=O	2	0	6	0	-3	1	8	9	2	3
O=C(NC1CCCC1)C(=O)N(Cc1cccnc1)C(C(=O)NCc1ccco1)c1ccccc1F (stereo not given)	-2	4	5	5	-5	-2	4	20	-10	11
Cc1nn(C)cc1C1C(C#N)=C(N)N(c2cccnc2)C2=C1C(=O)CCC2 (stereo not given)	-6	17	5	-12	-8	-7	6	-5	10	5
